Source: PubChem (National Center for Advancing Translational Sciences (NCATS))
Cycloheximide cs: counter-screen for Shiga toxin inhibitors: cycloheximide protein synthesis inhibition; cell reporter, cycloheximide protein synthesis inhibition counterscreen; max response, %; 12% of 300,000 active; AID 2314; in the data active means max response mostly above about 13%, no sharp cut-off; inactive means mostly below about 14%; further: read at 38.3 µM for the half of the compounds with a filed dose; 0% is about no effect
AmpC inh no detg: blocks E. coli AmpC beta-lactamase in detergent-free assay. P00811. AID 485341. Potency, µM (titrated, usually from 57.1 µM), without a hit: at the top dose activity change, negative = inhibition, hits mostly inhibitors. AmpC nitrocefin hydrolysis, absorbance 480 nm, 0.0001% Triton. 0.52% of 330,000 active;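 further: potency means the concentration at half of the fitted maximal effect; plate controls were no compound for no effect and no enzyme for full effect; nearly all actives have a fitted effect of over 20% in size; some results filed as inactive show a strong effect at the top dose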
Target sequence (P00811 whole entry, looked up): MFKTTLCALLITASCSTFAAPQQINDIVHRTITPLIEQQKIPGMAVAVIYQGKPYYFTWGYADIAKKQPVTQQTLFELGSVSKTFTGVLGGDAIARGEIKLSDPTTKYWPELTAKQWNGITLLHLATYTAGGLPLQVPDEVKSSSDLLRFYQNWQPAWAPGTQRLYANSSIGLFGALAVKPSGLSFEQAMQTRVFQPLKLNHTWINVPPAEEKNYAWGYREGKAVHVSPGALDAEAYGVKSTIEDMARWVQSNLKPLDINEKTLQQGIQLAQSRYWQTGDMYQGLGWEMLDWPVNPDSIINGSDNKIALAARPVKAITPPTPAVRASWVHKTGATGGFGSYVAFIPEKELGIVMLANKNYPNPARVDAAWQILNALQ
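AmpC (5.3 nM in the dispensed reagent) in 20 mM phosphate pH 7.0 with 0.01% (detergent screen) or 0.0001% Triton X-100 was preincubated with compounds for 15 min at room temperature. Nitrocefin was then added from an 800 uM solution, and hydrolysis was followed at 480 nm.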
Pf growth 96h: P. falciparum growth inhibition at 96 hours; P. falciparum luciferase reporter growth, 96 h; Potency, µM (series often up to 28.7 µM), without a hit: at the highest dose activity change, negative = inhibition, hits mostly inhibitors; 6.9% of 320,000 active; further: potency means the concentration at half of the fitted maximal effect; on the % scale 0 is the no-effect control and ±100 the full control effect
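Delayed-death screen, second-generation endpoint: infected erythrocytes, 2% hematocrit, 0.05% parasitemia final; 96 hours at 37 C, 5% CO2; luciferase detection reagent; luminescence decrease equals reduced growth.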
Tb PYK inh: blocks Trypanosoma brucei pyruvate kinase; Q57TT1; TbPYK enzyme, Kinase-Glo Plus ATP luminescence, 45 min; Potency, µM (doses to about 76.8 µM), for inactives: at the highest dose activity, negative = inhibition, hits mostly inhibitors; 0.12% of 410,000 active; AID 624173; further: potency means the concentration at half of the fitted maximal effect; on the % scale 0 is the no-effect control and ±100 the full control effect; nearly all actives have a fitted effect of over 50% in size
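Activity of T. brucei pyruvate kinase was followed by Kinase-Glo Plus luminescence after the enzyme reacted 45 min at room temperature with 130 uM ADP (final) and substrate. Test compounds were added before ADP at multiple concentrations.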
LmPK inh: blocks Leishmania mexicana pyruvate kinase activity | Q27686 | purified LmPK, Kinase-Glo ATP luminescence, 1 h | Potency, µM (doses to about 57.5 µM), without a hit: at the highest dose activity change, negative = inhibition, actives largely listed as inhibitors | 0.37% of 290,000 active; further: potency means the concentration at half of the fitted maximal effect; on the % scale 0 is the no-effect control and ±100 the full control effect
Target sequence (Q27686 whole entry, looked up): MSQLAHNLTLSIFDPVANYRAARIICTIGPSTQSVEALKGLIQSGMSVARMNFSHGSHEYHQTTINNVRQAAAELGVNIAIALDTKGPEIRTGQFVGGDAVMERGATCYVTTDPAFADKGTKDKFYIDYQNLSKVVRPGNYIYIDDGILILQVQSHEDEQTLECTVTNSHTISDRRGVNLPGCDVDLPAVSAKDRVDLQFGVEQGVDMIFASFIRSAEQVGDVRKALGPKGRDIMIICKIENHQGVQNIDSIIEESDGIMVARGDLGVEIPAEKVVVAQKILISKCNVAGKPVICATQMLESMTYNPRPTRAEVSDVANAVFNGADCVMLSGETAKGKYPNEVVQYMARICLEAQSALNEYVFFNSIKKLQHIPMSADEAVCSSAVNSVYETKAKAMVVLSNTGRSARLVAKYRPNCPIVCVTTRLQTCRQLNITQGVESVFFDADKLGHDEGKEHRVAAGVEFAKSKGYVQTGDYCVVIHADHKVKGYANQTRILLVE
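0.1 nM LmPK, 0.5 mM PEP, 0.1 mM ADP; 50 mM imidazole pH 7.2, 7 mM MgCl2, 50 mM KCl; 1 h RT. Kinase-Glo luminescence readout, normalized to no-enzyme (full inhibition) and uninhibited wells.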
Pf growth 48h: inhibits P. falciparum growth in the first generation, 48 h; Potency, µM (doses to about 28.7 µM), inactives show at the top dose activity change, negative = inhibition, most hits filed as inhibitors; 5.9% of 310,000 active; P. falciparum luciferase growth in erythrocytes, 48 h; further: potency means the concentration at half of the fitted maximal effect; on the % scale 0 is the no-effect control and ±100 the full control effect
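Luciferase-expressing P. falciparum in infected erythrocytes (2% hematocrit, 0.1% parasitemia final) in RPMI 1640/0.5% Albumax were exposed to compound for 48 hours at 37 C, 5% CO2; growth read as luminescence.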
Shiga toxin inh: Shiga toxin inhibition; Vero cells, Shiga toxin protein synthesis inhibition reporter; inhibition, % at 38.7 µM; 9.2% of 290,000 active; AID 2315; in the data active means inhibition mostly above about 28%, no sharp cut-off; inactive means mostly below about 43%; further: 0% is about no effect
* marks the source's active call; other numbers are inactive results; ? = inconclusive; / = not tested or not shown; [ ] = another dose, or the depositor's remark. Unless noted, the call rests on the fitted dose curve; in most records, active means well fitted curve in the direction sought with a large enough effect; inconclusive means small, poorly fitted or top-dose-only effect, or another doubt; inactive means no such curve, though single readings can be large; an effect the other way counts as inactive or inconclusive. Rows were taken by chance; any-hit rate near 22%.

structure,Cycloheximide cs,AmpC inh no detg,Pf growth 96h,Tb PYK inh,LmPK inh,Pf growth 48h,Shiga toxin inh
Cc1cc(C)cc(NC(=O)c2ccc3c(c2)CCN3S(C)(=O)=O)c1,23.4,-4.6%,14.5%,1.5%,-3.8%,-10.5%,17.3
COc1ccc(CCN(C)C(=O)CN2C(=O)c3ccccc3S2(=O)=O)cc1OC,6.9,-2.0%,/,-4.3%,1.1%,-7.7%,30.9
CCOC(=O)N1CCC(NC(=O)CS(=O)(=O)Cc2nc(-c3cccc(OC)c3)oc2C)CC1,-4.0,139.7%,-3.8%,-3.9%,3.0%,-4.1%,-10.5
O=[N+]([O-])c1ccc(COc2cccc(CNc3ccc(Br)cc3)c2)cc1,-0.2,-33.1%,?,1.3%,-1.7%,-21.3%,-2.9
CCOc1ccc(NC(=O)CN(C)C(=O)C2CC2C)cc1OCC (stereo not drawn),/,-8.3%,13.4%,4.2%,/,12.5%,/
CCn1nc(C)c(NC(=O)c2cc(Br)ccc2Cl)c1C,-10.4,-16.6%,17.5%,0.0%,1.3%,16.2%,-1.8
c1ccc2c(c1)ncn2CCC1CCCCC1,4.8,-9.7%,?,6.7%,4.4%,-18.6%,22.0
Cc1ccc(C2CC2c2n[nH]c(=S)n2-c2cccc(Cl)c2)cc1 (stereo not drawn),-1.7,-25.8%,-16.3%,?,?,5.8%,-5.7
CCCCc1nc(NCCN2CCOCC2)c(C#N)c2c1COC(C)(C)C2,1.6,28.0%,34.6%[activator],4.4%,1.5%,?,-15.8
CC(C)c1nnc(NC(=O)C2CCCN(C(=O)Nc3ccc(F)cc3)C2)s1 (stereo not drawn),1.8,-24.8%,13.8%,-0.7%,-0.8%,-0.1%,-11.5
CCN1C(=O)CSc2ccc(C(=O)NCc3ccccc3OC)cc21,-1.9,-48.5%,-16.5%,2.2%,0.0%,?,17.8
CCN(CC(=O)Nc1ccc(OC)cc1)C(=O)c1ccc2c(c1)NC(=O)CS2,/,-11.4%,-2.6%,-11.1%,/,-2.6%,/
CC(=NCc1cccc(Cl)c1)c1nc(-c2ccco2)oc1O,22.9*,-25.8%,?,6.3%,-6.0%,?,48.6*
Cc1nc2ccc(NC(=O)N3CCSCC3)cc2s1,18.0*,-6.6%,?,-3.3%,9.2%,?,75.8
COc1cc(-c2n[nH]c(=S)n2-c2cccc(C(F)(F)F)c2)cc(OC)c1OC,-3.4,-11.1%,?,?,?,11.1%,2.5

The last 3 records of the section before are carried over, then new ones follow:
structure,Cycloheximide cs,AmpC inh no detg,Pf growth 96h,Tb PYK inh,LmPK inh,Pf growth 48h,Shiga toxin inh
CC(=NCc1cccc(Cl)c1)c1nc(-c2ccco2)oc1O,22.9*,-25.8%,?,6.3%,-6.0%,?,48.6*
Cc1nc2ccc(NC(=O)N3CCSCC3)cc2s1,18.0*,-6.6%,?,-3.3%,9.2%,?,75.8
COc1cc(-c2n[nH]c(=S)n2-c2cccc(C(F)(F)F)c2)cc(OC)c1OC,-3.4,-11.1%,?,?,?,11.1%,2.5
CCN1CCN(/C=N/c2nc3c(s2)CCCC3)CC1,18.6*,-1.3%,-11.1%,-15.8%,-2.0%,/,-19.2
CS(=O)(=O)N(CC(=O)N1CCc2ccccc2C1)Cc1ccc(Cl)cc1,-2.9,133.6%[activator],/,-7.6%,5.3%,23.4%,-11.2
N#Cc1ccc(C(=O)NNC(=O)c2ccncc2)cc1,1.0,-12.1%,-0.6%,-0.1%,2.3%,0.0%,-13.5
CCC(=O)NC(=S)Nc1ccc(NC(=O)c2ccco2)cc1,29.2*,-11.3%,?,2.9%,-0.9%,?,58.8*
CCN1C(=O)C(O)(CC(=O)c2c(C)coc2C)c2ccccc21 (stereo not drawn),-1.4,-3.7%,-13.0%,4.9%,6.9%,1.7%,-14.2
CCOC(=O)CC(=O)Nc1ccc(C(=O)OCC)cc1,15.5,-19.1%,-13.4%,-2.1%,0.4%,15.9%,21.2
COc1cccc(CN2CC(C(=O)N3CCCO3)CCC2=O)c1 (stereo not drawn),5.1,-14.9%,41.1%[activator],-13.2%,0.5%,10.7%,13.8
CC1CCN(C(=O)c2ccc(NC(=O)C3CCCO3)cc2)CC1 (stereo not drawn),-2.2,-7.7%,14.7µM*,0.2%,0.9%,12.5%,5.0
Clc1ccccc1C1=Nn2c(nnc2-c2ccco2)SC1,-1.8,-28.0%,11.0%,-20.5%,-2.1%,5.6%,8.0
O=C(NCCN1CCCCC1)Nc1cccc(Cl)c1Cl,-1.3,-14.0%,13.1µM*,-1.4%,-0.2%,31.0%[activator],-11.5
Cn1c(=O)c2c(nc(CN3CCN(CCO)CC3)n2Cc2ccccc2Cl)n(C)c1=O,1.1,18.9%,0.2%,-3.7%,-3.8%,-10.5%,-2.6
CCOC(=O)/C(C#N)=C/N1CCOCC1,-2.5,-20.8%,40.7%[activator],0.8%,0.1%,13.1%,11.9
Cc1c(C(=O)O)cccc1-n1c(C)cc(/C=C(/C#N)C(=O)NCc2ccccc2)c1C,-2.8,-15.4%,?,2.1%,2.7%,?,-5.2
O=C(O)c1ccc(-c2ccc(O)c(F)c2)cc1,5.7,-23.0%,?,-3.1%,-5.2%,2.4%,5.8
Cc1ccc(CNC(=O)CCS(=O)(=O)c2cccc3nonc23)cc1,-4.6,-19.3%,-1.0%,1.3%,-8.2%,10.8%,-21.3
Cc1ccc(S(=O)(=O)NCc2cccnc2)cc1C,-4.1,-24.4%,19.8%,-8.2%,-2.4%,4.4%,-8.2
c1ccc2nc3c(nc2c1)[nH]c1ccccc13,63.7*,-25.8%,2.2%,-4.3%,-10.0%,/,103.5*
CCNc1c([N+](=O)[O-])c(=O)oc2ccccc12,-6.4,-21.5%,-8.3%,-0.6%,-0.7%,-2.6%,14.3
Cc1nc2ccccc2c(=O)n1/N=C/c1ccc(N(C)C)cc1,26.1*,0.0%,22.7%,-7.1%,-0.7%,45.5%[activator],27.3
Cc1cccc(NS(=O)(=O)c2cccc3nsnc23)c1,-4.1,-22.2%,-6.0%,0.9%,-3.6%,5.7%,-8.3
O=C(CCCOc1cccc(Br)c1)NCCOc1ccccc1,-2.6,71.5%[activator],11.2%,-3.4%,-10.2%,-0.7%,-3.2
NC(Cc1ccccc1)c1nc(-c2ccccc2)no1 (stereo not drawn),30.4*,-8.4%,29.1%,-0.8%,-2.5%,144.2%[activator],38.1*
O=C(NCC1CCCO1)c1cn(Cc2ccccc2)nc1-c1ccc(Cl)cc1 (stereo not drawn),/,25.6%,-12.7%,-7.3%,/,?,/
CSc1cccc(NC(=O)c2c(Cl)cnn2C)c1,13.8,/,18.6%,0.7%,1.0%,53.2%[activator],33.0*
CN1CCN(c2ccc(S(=O)(=O)N3CCOCC3)cc2)CC1,0.7,-5.3%,?,-4.0%,-1.9%,22.1%,-3.3
COC(=O)CSc1snnc1-c1ccc(Cl)c(Cl)c1,-3.6,-0.3%,58.5%[activator],-4.1%,5.5%,9.7%,15.5
CC12CCC(=O)N1C(C(=O)OCC(=O)Nc1sccc1C#N)CS2 (stereo not drawn),-4.0,-14.6%,98.4%[activator],-1.8%,-7.1%,143.7%[activator],-6.2
CCC/C(O)=C1\C(=O)CC(C)(C)CC1=NCc1ccccc1,-3.3,24.3%,?,-3.0%,3.1%,?,16.5
CCn1c(SCC(=O)Nc2ccc(C(C)=O)cc2)nnc1C1CC1,1.2,-1.2%,6.0%,-12.9%,5.4%,-0.5%,3.2
CCOC(=O)CSc1nc(N)c(C#N)c(-c2ccc(OCC)cc2)c1C#N,6.8,-15.3%,14.2%,-4.7%,9.9%,34.8%[activator],-13.5
COC(=O)c1cc(C)sc1NC(=O)C1CC(=O)NN1Cc1ccccc1 (stereo not drawn),-0.9,34.3%,?,7.1%,-2.2%,-11.1%,-9.7
Cc1nn(Cc2ccccc2)c(C)c1NC(=O)CSc1nnc(-c2cc(Cl)ccc2O)n1C,1.1,2.4%,/,0.3%,-2.9%,?,24.1
Cn1c(=O)n(CCc2ccccc2)c2ccccc21,18.0*,-3.9%,-1.4%,-4.5%,-1.1%,54.0%[activator],/
O=C1CSC(=S)N1N=C1CCCCCC1,14.0*,5.0%,-25.0%,-6.1%,0.5%,-9.0%,17.3
COC(=O)C1CC(Cl)CN1c1ncc(C(F)(F)F)cc1Cl (stereo not drawn),5.5,-13.3%,-2.1%,-1.5%,-2.5%,6.8%,16.2
COCc1ccc([C@@H]2C[C@H]3CN(Cc4cccc(Cl)c4)C(=O)[C@]34CCCN24)o1,-1.8,92.2%[activator],30.1%[activator],0.1%,1.3%,?,-2.1
CN(C)S(=O)(=O)c1cccc(COc2ncnc3c(Cl)cc(Cl)cc23)c1,-0.7,-2.0%,11.1%,0.0%,1.5%,-5.3%,-4.9
CN1CCN(/C=N/c2c(C#N)cnn2-c2ccccc2)CC1,-1.7,-12.9%,18.4%,-9.9%,2.3%,-1.4%,-4.1
COc1cc(NC(=S)N2CCN(c3ccccn3)CC2)cc(OC)c1,-1.4,-16.2%,?,-10.7%,0.6%,4.7%,-11.4
CC(OC(=O)c1cc(=O)[nH]c2ccccc12)C(=O)Nc1ccccc1F (stereo not drawn),/,-8.7%,21.9%,5.6%,/,8.0%,/
CCN(CC)S(=O)(=O)c1ccc(C(=O)NCC(c2ccc(OC)cc2)N2CCOCC2)cc1 (stereo not drawn),-4.4,129.4%[activator],?,3.2%,1.0%,?,-8.8
C=CCn1c(=N)n(CC(=O)c2ccc(Cl)cc2)c2ccccc21,7.6,-34.3%,-0.1%,-18.3%,-0.7%,?,-1.3
CCOC(=O)Nc1ccc2c(CN3CCN(S(=O)(=O)c4ccccc4F)CC3)cc(=O)oc2c1,/,-14.1%,10.4µM*,1.7%,/,9.28µM*,/
CCCCn1c(=N)n(CC(=O)O)c2ccccc21,-4.1,-0.7%,-19.1%,1.5%,1.0%,9.4%,9.4
S=C(Nc1ccc(N2CCOCC2)cc1)Nc1ccc2nc(-c3ccco3)c(-c3ccco3)nc2c1,14.3,-15.3%,/,-30.9%,-0.1%,?,13.3
Cn1nc(-c2ccc(Cl)cc2)cc1NC(=O)CSCC(=O)O,-1.0,-21.3%,36.2%[activator],3.2%,-0.2%,38.2%[activator],-1.4
COc1ccc(Cc2nnc(NC(=O)c3cc(OC)c(OC)c(OC)c3)s2)cc1,2.0,151.0%[activator],-24.7%,-3.3%,-4.6%,74.4%[activator],3.3
